Screening data (PubChem BioAssay)
15-hLO-2 inh – 15-hLO-2 (ALOX15B) enzyme inhibition; O15296; purified 15hLO-2, xylenol orange hydroperoxide absorbance; Potency, µM (series often up to 57.1 µM), for the others: at the top dose activity change, negative = inhibition, actives largely listed as inhibitors; 0.56% of 110,000 active; further: potency means the concentration at half of the fitted maximal effect; nearly all actives have a fitted effect of over 60% in size; many of its hits are not listed in these tables
Target sequence (O15296 whole entry, looked up): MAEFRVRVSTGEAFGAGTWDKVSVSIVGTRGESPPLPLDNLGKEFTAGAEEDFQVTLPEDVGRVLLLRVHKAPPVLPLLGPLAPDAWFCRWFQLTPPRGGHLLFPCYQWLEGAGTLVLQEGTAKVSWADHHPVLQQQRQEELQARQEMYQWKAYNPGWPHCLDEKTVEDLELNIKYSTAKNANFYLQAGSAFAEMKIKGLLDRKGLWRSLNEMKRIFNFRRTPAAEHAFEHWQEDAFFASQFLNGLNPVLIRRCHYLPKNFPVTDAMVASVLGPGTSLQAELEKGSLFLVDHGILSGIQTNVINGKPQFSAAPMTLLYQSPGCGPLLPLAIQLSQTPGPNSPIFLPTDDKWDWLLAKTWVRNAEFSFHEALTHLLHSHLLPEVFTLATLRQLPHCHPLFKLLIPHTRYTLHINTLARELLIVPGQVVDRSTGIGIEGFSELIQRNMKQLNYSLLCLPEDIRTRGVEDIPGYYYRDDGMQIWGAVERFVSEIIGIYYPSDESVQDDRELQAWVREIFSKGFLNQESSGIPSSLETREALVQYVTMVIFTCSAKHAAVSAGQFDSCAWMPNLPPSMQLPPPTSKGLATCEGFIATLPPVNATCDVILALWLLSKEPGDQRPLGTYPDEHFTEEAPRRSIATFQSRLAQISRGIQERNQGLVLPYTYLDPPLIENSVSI
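Enzyme 50 nM, AA 45 uM, 25 mM Hepes pH 7.5 + 0.01% Triton X-100; cpd preinc 15 min RT, rxn 90 min RT; stop/detect with 200 uM XO + 300 uM Fe(II) in 50 mM H2SO4, 30 min; A573/A405.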
PNC inhibitor – blocks assembly of the perinucleolar compartment; PC3M PTB-GFP, PNC prevalence imaging, 16 h; stronger effect = lower value; activity change (PNC), negative = inhibition, % at 10 µM; 3.1% of 140,000 active;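 active means readout at or below -70, meaning at least 70% loss of cells showing the perinucleolar compartment, a nuclear body marking cancer cells; inconclusive means readout between -30 and a set limit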;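 further: plate controls were DMSO wells for no effect and camptothecin positive control wells for full effect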
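Read-out is percentage of cells bearing a perinucleolar compartment, from automated 20x imaging of fixed, Hoechst-stained PC3M PTB-GFP cells. Cells were seeded 4 h, then exposed 16 h to compound (23 nl of library stock) in duplicate plates.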
IMPase cell inh – membrane-permeable compound that blocks inositol monophosphatase; AID 901; 120,000 tested, under 10 active; inhibition (IP1 accumulation), % at 46.1 µM; CHO-M1 cells, IP1 accumulation, HTRF TR-FRET ratio; active means well fitted curve in the direction sought with a large enough effect in the signal ratio, not every such curve was filed as active; inconclusive means small, poorly fitted or top-dose-only effect, or a change in a side signal; inactive means no such curve, though single readings can be large or run the other way; the % refers to the signal ratio;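 further: cells stimulated with carbachol in lithium chloride buffer; plate controls were DMSO basal wells for no effect and reference inhibitor wells for full effect; higher means more IMPase inhibition seen as more IP1 and lower FRET ratio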
Target sequence (P97697 whole entry, looked up): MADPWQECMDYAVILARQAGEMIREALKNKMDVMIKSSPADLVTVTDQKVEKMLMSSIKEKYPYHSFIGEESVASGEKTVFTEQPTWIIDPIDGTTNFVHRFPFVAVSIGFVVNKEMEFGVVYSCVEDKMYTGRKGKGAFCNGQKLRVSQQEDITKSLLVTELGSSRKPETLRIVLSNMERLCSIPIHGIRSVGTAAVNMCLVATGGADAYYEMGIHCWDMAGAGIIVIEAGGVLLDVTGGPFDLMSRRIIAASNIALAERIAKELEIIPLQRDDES
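Measured: the HTRF emission ratio (665/620 nm) plus the 620 nm donor channel, each fitted to the Hill equation to give AC50. Cells were CHO-M1 given compounds up to 46 uM and a 30 min carbachol stimulation at 37C.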
ALOX12 inhib – inhibitors of human 12-lipoxygenase (ALOX12); purified 12-hLO, xylenol orange hydroperoxide absorbance; Potency, µM (titrated, usually from 57.1 µM), without a hit: at the highest dose activity change, negative = inhibition, actives largely listed as inhibitors; 0.12% of 150,000 active; further: potency means the concentration at half of the fitted maximal effect; nearly all actives have a fitted effect of over 55% in size; many of its hits are not listed in these tables
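Xylenol orange chromogenic assay: hydroperoxide from 12hLO oxidises Fe(II), giving red-shifted Fe(III)-XO absorbance. Conditions: 150 nM enzyme, 40 uM arachidonic acid, 25 mM Hepes pH 7.0, 0.01% Triton X-100, 30 min, room temperature.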
* marks the source's active call; other numbers are inactive results; u = inconclusive; x = no result given; & = joins results of further samples; [ ] = remark or other dose. Unless noted, the call rests on the fitted dose curve; in most records, active means well fitted curve in the direction sought with a large enough effect; inconclusive means small, poorly fitted or top-dose-only effect, or another doubt; inactive means no such curve, though single readings can be large; an effect the other way counts as inactive or inconclusive. Unless noted, on the % scale 0 is the no-effect control and ±100 the full control effect.

SMILES	15-hLO-2 inh	PNC inhibitor	IMPase cell inh	ALOX12 inhib
Cc1ccc(S(=O)(=O)O[C@H]2CN3CCC2CC3)cc1	1%[11.4 µM]	x	x	2%[11.4 µM]
COc1cc2c(cc1OC)CN(c1ccc([N+](=O)[O-])c(C(F)(F)F)c1)CC2	x	u	-1	1%
Cc1ccc([N+](=O)[O-])cc1	-2%	x	x	1%
ClC1C(Cl)C(Cl)C(Cl)C(Cl)C1Cl (configuration not stated)	14%[0.0915 µM]	x	x	2%[0.00818 µM]
CC1(C)C(O)CC(O)[C@]2(C)C1CC(=O)[C@]1(C)C2CC[C@@]2(C)C(c3ccoc3)OC(=O)C3OC321 (some centres not stated)	-5%	x	x	-6%
Cc1ccc2c(c1)CC1(CN2C)C(=O)NC(=O)N(c2cccc(C)c2C)C1=O (configuration not stated)	3%	15	u	-8%
Clc1cc(I)cc(Cl)c1NC1=NCCN1	12%	x	3	-5%
CCCCn1c(O)c(C(C)=NCc2cc(OC)cc(OC)c2)c(=O)[nH]c1=O	-8%	41	5	-5%
COc1ccccc1N1C(=O)NC(=O)C(CCc2ccncc2)(CCc2ccncc2)C1=O	-1%	-17	-4	-2%
c1ccc2sc(SNC3CCCCC3)nc2c1	u	x	x	-2%[0.00818 µM]
CCOc1ccc(N2C(=O)NC(=O)/C(=C\c3ccc(N4CCCCC4)o3)C2=O)cc1	x	u	-3	-1%
ClCCOCOCCCl	-13%	x	x	-1%
COc1ccc(C(=O)CN2CCOCC2)cc1F	-5%	17	0	0%
NC[C@H](CC(=O)O)c1ccc(Cl)cc1	19%	x	-4	0%
Nc1c(C(=O)NCc2ccco2)c2nc3ccccc3nc2n1Cc1ccc(F)cc1	-7%	-9	-7	-1%
CN1CCN(c2ccc3nc(-c4ccc5nc(-c6ccc(O)cc6)[nH]c5c4)[nH]c3c2)CC1	39%[activator][11.4 µM]	x	x	12%[11.4 µM]
COc1ccc(Cn2c(O)c(/C=N/NC(=O)c3ccccc3O)c(=O)[nH]c2=O)cc1	x	56	9	3%
C=CCN1CC[C@]23c4c5ccc(O)c4O[C@@H]2C(=O)CC[C@]3(O)[C@H]1C5	18%	x	-2	-3%
NNC(N)=O	-8%&5%	x	6	6%&-4%
ClCC(Br)CBr (configuration not stated)	-2%	x	x	3%
CC1CCN2c3nc4ccccn4c(=O)c3CC3(C(=O)N(C)C(=O)N(C)C3=O)C2C1 (configuration not stated)	10%[11.4 µM]	-5	7[1.84 µM]	1%
Cc1cccnc1-n1c(-c2ccco2)nc2ccccc2c1=O	-10%	11	6	-5%
CN(C)C(=O)Oc1cc(OC(=O)N(C)C)cc([C@@H](O)CNC(C)(C)C)c1	-4%[25.6 µM]	x	0[20.6 µM]	2%[25.6 µM]
NC(=O)COc1c(F)cc(SCCNS(=O)(=O)c2ccccc2)cc1F	1%	x	4	-3%
N[C@H](C(=O)O)c1cc(=O)[nH]o1	15%	x	-11	3%
Going on with the list:
SMILES	15-hLO-2 inh	PNC inhibitor	IMPase cell inh	ALOX12 inhib
Cc1cc(C)n2nc(SCC(=O)N3CCC4(CC3)OCCO4)nc2n1	-17%	1	-8	-7%
CC(C)Nc1nc(Cl)nc(NC(C)C)n1	2%	-23	x	-1%&3%
O=c1[nH]c(=O)n(CCc2ccc(F)cc2)c(O)c1C=NCCCN1CCOCC1	1%	-2	0	2%
O=C1NC(=O)c2c1c1c3ccccc3[nH]c1c1[nH]c3ccccc3c21	-29%[0.0915 µM]	x	x	-1%[0.00818 µM]
OCCN1CCN(CCCN2c3ccccc3Sc3ccc(C(F)(F)F)cc32)CC1	47%[activator]	-7	2[20.6 µM]	3%
ClC=C(Cl)Cl	5%	x	x	-3%
O[C@H]1[C@H](O)[C@@H](O)CN2CC[C@H](O)[C@H]12	14%[0.0915 µM]	-9	x	-1%[0.00818 µM]
COc1cc2[nH]c(=O)n(-c3ccccc3)c(=O)c2cc1OC	-7%	7	-10	0%
CC(C)CCC1(CN2CCCC2=O)C(=O)NC(=O)NC1=O	1%	9	-4	-5%
Oc1ccc(Cl)cc1Cc1ccccc1	u	x	x	-9%
O=C(O)C[C@H]1OCC=C2CN3CC[C@]45c6ccccc6N[C@@H]4[C@H]1[C@H]2C[C@H]35	4%[11.4 µM]	x	x	2%[11.4 µM]
C[C@]12CN(CC[N+](C)(C)C)C[C@]1(C)[C@@H]1CC[C@@H]2O1	-5%[11.4 µM]	x	x	0%[11.4 µM]
CN1C(=O)N(C)C(=O)C2(Cc3c(ccc4ccccc34)N(C)C2)C1=O	-20%	-2	3	-12%
C[C@@H]1O[C@H](O[C@@H]2C=C3CC[C@H]4[C@@H](CC[C@]5(C)[C@@H](c6ccc(=O)oc6)CC[C@]45O)[C@@]3(C)CC2)[C@@H](O)[C@H](O)[C@@H]1O	-7%[25.6 µM]	x	-1[20.6 µM]	-3%[25.6 µM]
CO/C1=C\C(C)=C\[C@@H](C)[C@@H](O)[C@@H](C)C/C(C)=C/C=C\[C@H](OC)C([C@@H](C)[C@@H](O)[C@H](C)[C@@]2(O)C[C@@H](O)[C@H](C)C(C(C)C)O2)OC1=O (some centres not stated)	14%[0.0915 µM]	x	x	-1%[0.00818 µM]
COc1cc(C[C@H](C)N)c(OC)cc1I	26%&16%	x	9&8	-4%&-3%
CCOc1cc(C2NCc3ccccc3-n3cccc32)ccc1O (configuration not stated)	36%[activator]	u	-2	-4%
CC1(C)CN=C(Nc2ccc(F)c(F)c2)S1	34%[activator]	6	1	0%
CC(C)OCCCNC(=O)c1c(N)n(CC2CCCO2)c2nc3ccccc3nc12 (configuration not stated)	-12%	-5	-5	-2%
COc1cc2c(cc1OC)-c1c(OC)c(OC)c(C=O)c3c1[C@H](C2)N(C)CC3	-13%	x	-6	-6%
CN(CCc1ccccn1)Cc1ccc(Cl)cc1	-1%	15	u	-6%
CN(C)C(=O)Oc1ccc(Cl)c2ccccc12	-2%	u	6	-2%
NNCc1ccccc1	-10%	x	x	-3%
CC(C)OC(=O)c1c(N)n(Cc2ccco2)c2nc3ccccc3nc12	-7%	0	4	-5%
C=CCN1C(=O)NC(=O)C(Cc2ccc(OC)c(OC)c2)C1=O (configuration not stated)	0%	-19	5	1%

Exported with values under each structure: entries from further up
Below each SMILES – 15-hLO-2 inh, PNC inhibitor, IMPase cell inh, ALOX12 inhib
> CC1(C)CN=C(Nc2ccc(F)c(F)c2)S1
    34%[activator], 6, 1, 0%
> CC(C)OCCCNC(=O)c1c(N)n(CC2CCCO2)c2nc3ccccc3nc12 (configuration not stated)
    -12%, -5, -5, -2%
> COc1cc2c(cc1OC)-c1c(OC)c(OC)c(C=O)c3c1[C@H](C2)N(C)CC3
    -13%, x, -6, -6%
> CN(CCc1ccccn1)Cc1ccc(Cl)cc1
    -1%, 15, u, -6%
> CN(C)C(=O)Oc1ccc(Cl)c2ccccc12
    -2%, u, 6, -2%

Other results follow.
SMILES	15-hLO-2 inh	PNC inhibitor	IMPase cell inh	ALOX12 inhib
CN(N=O)c1ccc(O)c(O)c1	19%	x	7	-21%
CCC(CC)C(=O)NC1CCSC1=O (configuration not stated)	0%	1	-1	-4%
CC(C)(C)c1ccccc1O	-6%	x	x	-1%
CNCC(O)c1ccc(O)cc1 (configuration not stated)	-13%	7	-3	-1%&4%
CC(C)CN1CCCC2(CCN(C(=O)c3ccncc3)CC2)C1	0%	x	x	2%
CC(C)c1ccc2c(c1O)CCC1C3=C(CC[C@]21C)C(=O)OC3 (some centres not stated)	-13%	x	x	-3%
CCc1sc(C(=O)N2CCC3(CC2)OCCO3)cc1Br	-5%	-27	-7	-14%
O=C(N/N=C/c1c(O)n(CCC2=CCCCC2)c(=O)[nH]c1=O)c1ccccc1	x	u	9	-2%
COC(=O)c1ccccc1-n1c(C)nc2ccccc2c1=O	x	-5	-3	-1%
CCCC[N+]1(C)[C@@H]2CC(OC(=O)[C@@H](CO)c3ccccc3)C[C@H]1[C@H]1O[C@H]12 (some centres not stated)	-9%	x	19	-3%
COc1ccc(N2C(=O)CC(=O)NC2=O)cc1	2%	u	12	4%
Nc1ccc([As](=O)(O)O)cc1	x	-15	x	-2%
CC1OC(=O)C(C(C)C)NC(=O)C(C(C)C)OC(=O)C(C(C)C)NC(=O)C(C)OC(=O)C(C(C)C)NC(=O)C(C(C)C)OC(=O)C(C(C)C)NC(=O)C(C)OC(=O)C(C(C)C)NC(=O)C(C(C)C)OC(=O)C(C(C)C)NC1=O (configuration not stated)	u	x	x	u
CCN(CC)C(=O)c1ccc(NC(=O)CSc2nnnn2-c2cc(OC)ccc2OC)cc1	-3%	42	-10	-8%
C[C@H]1C[C@H](C)C(=O)[C@@H]([C@H](O)CC2CC(=O)NC(=O)C2)C1	15%	x	-3	-5%
CC/C(=N\N1CCCCCC1)c1c(O)n(-c2ccc(C)cc2)c(=O)[nH]c1=O	x	u	9	-6%
CCOc1cccc(OCC)c2c(C)[n+](CC3CCCO3)c(C)c1-2 (configuration not stated)	-25%	14	3	-6%
CCOC(=O)C1=C(N)OC2=C(C(=O)CCC2)C12C(=O)N1c3c(ccc(C)c32)C(C)=CC1(C)C (configuration not stated)	x	36	-10	5%
CCCCN=Cc1c(O)n(-c2c(C)cc(C)cc2C)c(=O)[nH]c1=O	-2%	-15	-2	5%
CN(C)C(=O)Oc1ccc2ccccc2c1Cl	1%	50	3	5%
NCCc1c[nH]c2ccc(F)cc12	14%	36	-2	1%
CCCCCCCCC(=O)NCc1ccc(O)c(OC)c1	-7%&-3%	x	3	0%&-4%
COCCOC(=O)c1c(N)n(Cc2ccc(OC)cc2)c2nc3ccccc3nc12	-18%	u	10	-7%
Cc1c(N=Cc2c(O)n(Cc3ccccc3)c(=O)[nH]c2=O)c(=O)n(-c2ccccc2)n1C	x	6	x	-1%
CCN(CC)CCN=Cc1c(O)n(CCC2=CCCCC2)c(=O)[nH]c1=O	14%	38	7	17%

By substructure, the compounds so far with an aryl thioether with sulfur outside any ring.
SMILES	15-hLO-2 inh	PNC inhibitor	IMPase cell inh	ALOX12 inhib
NC(=O)COc1c(F)cc(SCCNS(=O)(=O)c2ccccc2)cc1F	1%	x	4	-3%
Cc1cc(C)n2nc(SCC(=O)N3CCC4(CC3)OCCO4)nc2n1	-17%	1	-8	-7%
CCN(CC)C(=O)c1ccc(NC(=O)CSc2nnnn2-c2cc(OC)ccc2OC)cc1	-3%	42	-10	-8%

More entries.
SMILES	15-hLO-2 inh	PNC inhibitor	IMPase cell inh	ALOX12 inhib
CCCCn1c(O)c(C=Nc2c(C)n(C)n(-c3ccccc3)c2=O)c(=O)[nH]c1=O	-3%	27	1	-3%
CCOC(=O)c1ncn2c1[C@H]1CCCN1C(=O)c1cc(OC)ccc1-2	17%	x	5	-2%
ClCCBr	2%	x	x	0%
O=c1c2cc(Cl)cc(Cl)c2nc(CN2CCOCC2)n1-c1ccccc1F	9%	u	u	-3%
COc1ccc(NC(=S)NC(NC(=O)CF)C(Cl)(Cl)Cl)c([N+](=O)[O-])c1 (configuration not stated)	x	-7	x	0%
O=C1c2ccccc2C(=O)N1Cc1nc2ccccc2c(=O)n1-c1ccccn1	-2%	23	5	1%
CCOC(=O)c1cc(C)n(CCc2cnc[nH]2)c1C	29%	u	0	-3%
CN1CCCC2(CCN(C(=O)c3ccncc3)CC2)C1	2%	x	x	-2%
CCCSC(=O)Cl	-11%	x	x	2%
Oc1cc(Cl)cc(Cl)c1	-13%	x	x	3%
CC1(C)CN=C(Nc2ccccc2C(F)(F)F)S1	9%	u	14	-2%
FC(F)(F)c1ccc2c(c1)NP(=S)(N1CCOCC1)c1nccn1-2 (configuration not stated)	-1%	-1	4	2%

2 entries drawn at random from those above:
SMILES	15-hLO-2 inh	PNC inhibitor	IMPase cell inh	ALOX12 inhib
CCOC(=O)c1cc(C)n(CCc2cnc[nH]2)c1C	29%	u	0	-3%
Oc1cc(Cl)cc(Cl)c1	-13%	x	x	3%

Only part of the results is shown; count on the stated rates, not on these rows.
